# hgDAF-12 ag: H. glycines DAF-12 receptor agonists, primary screen, cell-based, luminescence, HEK293, GAL4 fusion, UAS-luciferase; Nuclear hormone receptor DAF-12 (Heterodera glycines), GAL4 fusion; HEK293 GAL4-hgDAF12 UAS-luciferase reporter, agonist luminescence; normalized to butyrate control; activation, % at 6.8 µM; 370,000 compounds, 1.8% hits; AID 687014, 2013;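 active = activation above a cutoff set at the mean of all screened compounds plus 3 SD, cut at about 10% in these data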;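 also: 0% = DMSO wells and 100% = sodium butyrate wells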
# DAX1 inh-1: DAX1 (NR0B1) inhibitors, primary screen, cell-based, HEK293, Gal4-DAX1, luciferase luminescence; HEK293 Gal4-DAX1 luciferase reporter; 340,000 compounds, 0.99% hits; Nuclear receptor subfamily 0 group B member 1 (Homo sapiens), P51843; AID 504766, 2011; inhibition, % at 6.75 µM;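 active = inhibition above the mean over all tested compounds plus 3 SD, cut at about 4.2% in these data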;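 also: 0% = DAX1-transfected cells with DMSO and 100% = empty-vector control cells with DMSO; inhibition shows as a rise in luminescence from relieved DAX1 repression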
# Target sequence (P51843 207-470 limits assumed): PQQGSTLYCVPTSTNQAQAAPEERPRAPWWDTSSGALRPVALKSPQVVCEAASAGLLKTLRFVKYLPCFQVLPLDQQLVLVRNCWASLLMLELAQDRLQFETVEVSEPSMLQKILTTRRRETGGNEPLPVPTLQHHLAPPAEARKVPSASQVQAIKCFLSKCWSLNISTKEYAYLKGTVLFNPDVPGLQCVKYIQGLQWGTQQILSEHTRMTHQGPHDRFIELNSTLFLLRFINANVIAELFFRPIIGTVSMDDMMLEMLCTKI
# ADAM17 inh: ADAM17 inhibitors, primary screen, biochemical, QFRET | Disintegrin and metalloproteinase domain-containing protein 17 (Homo sapiens), P78536 | recombinant ADAM17, EDANS/DABCYL FRET peptide cleavage | inhibition, % at 6.95 µM | 370,000 compounds, 0.83% hits;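 active = inhibition above the mean of compounds lying between control limits plus 3 SD, set per campaign, cut at about 8.5% in these data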;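 also: 0% = DMSO-only wells as the low control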
# ssDAF-12 act: S. stercoralis DAF-12 nuclear receptor activators, primary screen, cell-based, luminescence, HEK293, GRIP1 co-expression, lit1-tk-luc; Nuclear hormone receptor DAF-12 (Strongyloides stercoralis); HEK293 ssDAF-12/GRIP1 lit1-tk-luc reporter; % of 3 µM dafachronic acid response; activation, % at 6.8 µM; 370,000 compounds, 1% hits;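 active = activation above the mean over all tested compounds plus 3 SD, cut at about 0.9% in these data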;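 also: 0% = DMSO-only wells and 100% = 3 µM delta7-dafachronic acid wells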
# MBD2 inh: inhibitors of MBD2 binding to methylated DNA, primary screen, biochemical, TR-FRET, DNA-binding domain, human; 370,000 compounds, 0.31% hits; MBD2 binding to methylated oligonucleotide; Methyl-CpG-binding domain protein 2 (Homo sapiens), Q9UBB5; inhibition, % at 4.4 µM; in the data active = inhibition above about 13%
# hcDAF-12 act: H. contortus DAF-12 nuclear receptor activators, primary screen, cell-based, luminescence, HEK293, lit1-tk-luc reporter | HEK293 hcDAF-12 lit1-tk-luc reporter; 0% DMSO, 100% Δ7-dafachronic acid | activation, % at 6.8 µM | 370,000 compounds, 1.4% hits | AID 652067, 2013;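 active = activation above the mean of all tested compounds plus 3 SD, cut at about 5.5% in these data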;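 also: 100% = response to 3 µM Δ7-dafachronic acid high control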
# SMARCA2 activ: SMARCA2 (BRM) function activators, primary screen, cell-based, luminescence, high throughput; MG213 cells, MMTV-luciferase reporter, dexamethasone, overnight; activation, % at 9.1 µM; 370,000 compounds, 1% hits; in the data active = activation above about 7.8%;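 also: 0% = vehicle wells and 100% = reference activator wells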
# DAX1 inh-2: DAX1 (NR0B1) inhibitors on StAR promoter, primary screen, cell-based, luminescence, SF-1 (NR5A1), full-length DAX-1. HEK293T StAR-luciferase reporter, SF-1/DAX-1 repression relief. inhibition, % at 6.8 µM. 370,000 compounds, 1.1% hits. AID 652010, 2013;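 active = inhibition above the mean over all tested compounds plus 3 SD, cut at about 3.6% in these data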;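 also: 0% = DAX-1 cells with DMSO and 100% = cells lacking DAX-1 with DMSO; higher inhibition means more luminescence from relief of DAX-1 repression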
# PLC-gamma1 inh: PLC-gamma1 enzyme inhibitors, primary screen, biochemical, fluorescence, purified enzyme. 1-phosphatidylinositol 4,5-bisphosphate phosphodiesterase gamma-1 (Homo sapiens), P19174. fluorogenic substrate. inhibition, % at 12.2 µM. 370,000 compounds, 0.84% hits. AID 720700, 2013; in the data active = inhibition above about 9.5%
# PLC-beta3 inh: human PLC-beta3 inhibitors, primary screen, biochemical, fluorescence; Purified PLC-beta3, fluorogenic substrate; 1-phosphatidylinositol 4,5-bisphosphate phosphodiesterase beta-3 (Homo sapiens), Q01970; 370,000 compounds, 0.18% hits; inhibition, % at 12.2 µM; in the data active = inhibition above about 11%;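 also: 0% = median of compound wells on plate and 100% = full blocker control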
# NR1D1 modulator: modulators of Rev-erb alpha DNA binding, primary screen, biochemical, FITC-DNA, fluorescence polarization, uHTS | 370,000 compounds, 0.79% hits | Nuclear receptor subfamily 1 group D member 1 (Homo sapiens), P20393 | Rev-erbα–FITC-DNA binding, 90 min | activity, % at 10 µM;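 active = activity above about 14%, limit read from the data; passing the limit was not always enough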;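 also: 0% = DMSO wells with 35 nM protein and 100% = DMSO wells with 750 nM protein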
# Target sequence (P20393 whole entry, looked up): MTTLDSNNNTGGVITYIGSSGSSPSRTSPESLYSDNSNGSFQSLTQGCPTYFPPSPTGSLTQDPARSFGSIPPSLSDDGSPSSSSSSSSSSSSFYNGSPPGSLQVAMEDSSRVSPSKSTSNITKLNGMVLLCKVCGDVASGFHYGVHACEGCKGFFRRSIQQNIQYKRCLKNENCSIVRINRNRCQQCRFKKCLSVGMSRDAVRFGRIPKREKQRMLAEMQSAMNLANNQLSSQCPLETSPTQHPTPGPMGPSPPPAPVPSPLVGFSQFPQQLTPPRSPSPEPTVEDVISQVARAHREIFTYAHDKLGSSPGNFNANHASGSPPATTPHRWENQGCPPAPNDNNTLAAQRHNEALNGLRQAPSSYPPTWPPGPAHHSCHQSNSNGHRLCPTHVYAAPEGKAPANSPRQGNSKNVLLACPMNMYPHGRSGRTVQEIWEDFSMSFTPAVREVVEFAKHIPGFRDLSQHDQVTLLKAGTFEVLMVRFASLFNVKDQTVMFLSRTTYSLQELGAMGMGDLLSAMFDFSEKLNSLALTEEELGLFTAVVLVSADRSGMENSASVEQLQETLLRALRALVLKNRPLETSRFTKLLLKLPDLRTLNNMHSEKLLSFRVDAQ
# * hit, by the source's call; i = inactive; . = not tested or not shown.
# Fields: hgDAF-12 ag	DAX1 inh-1	ADAM17 inh	ssDAF-12 act	MBD2 inh	hcDAF-12 act	SMARCA2 activ	DAX1 inh-2	PLC-gamma1 inh	PLC-beta3 inh	NR1D1 modulator
> CC(C)C[C@H]1CN(CCCC[C@@H]2CNC(=O)C(=O)N2CC2CCCCC2)C(=O)C(=O)N1CCc1ccc(O)cc1
  -1.9	.	-2	-0.4	1	-1.1	1	-0.4	0	1	0
> O=C(CN1C(=O)NC(Cc2ccccc2)C1=O)Nc1ccc(OC(F)(F)F)cc1 (stereo unspecified)
  0.2	1.9	2	-0.8	3	0.7	-1	-0.5	-2	-6	14*
> Cc1cc(/C=N/NC(=O)c2ccc(O)cc2)c(C)n1CC(C)C
  7.2	-1.0	-4	-0.3	-11	-1.5	2	0.4	-23	-40	3
> CN(Cc1ccccc1)C(=O)c1ccc(NC(=O)Cc2ccc(NC(=O)C3CCCN(S(=O)(=O)c4cccc([N+](=O)[O-])c4)C3)cc2)cc1 (stereo unspecified)
  0.3	0.5	-3	-1.0	2	0.0	-6	-2.6	3	-4	5
> Cc1ccc2nc(Cl)c(C3CC(c4ccco4)=NN3S(C)(=O)=O)cc2c1 (stereo unspecified)
  -1.0	-0.1	-11	-1.3	-4	-2.9	-3	-0.6	-9	-20	1
> COc1ccc(C(=O)N/C(=C\c2cccs2)c2nc3ccccc3[nH]2)cc1OC
  -1.8	0.4	-11	-1.4	1	1.3	0	-0.1	-26	-36	2
> CC(C)C(=O)N1CCN(c2ccccc2NC(=S)NC(=O)c2cccs2)CC1
  -2.8	0.2	-1	-1.7	-9	-0.8	-4	-0.6	1	1	2
> CS(=O)(=O)c1ccc(Cl)c(NC(=O)COC(=O)Cc2c[nH]c3ccccc23)c1
  3.9	2.9	-2	-0.2	2	5.3	1	2.4	-9	-5	5
> O=C(Nc1ccc(Cl)cc1)N1CCSCC1
  0.3	0.4	2	-0.7	-1	-1.9	2	0.0	-1	-1	-2
> CCCCOc1cccc(C(=O)Nc2ccc(S(=O)(=O)Nc3nnc(CC)s3)cc2)c1
  -0.6	0.7	1	-1.0	0	0.2	-2	0.4	3	-5	-1
> CCN(CC)S(=O)(=O)c1ccc(Cl)c(C(=O)NCc2ccco2)c1
  0.0	-0.4	-4	-1.2	1	-1.3	-3	-0.6	1	-2	2
> CCN(CC(=O)Nc1cc(Cl)ccc1C)C(=O)COc1cccc2c1OC(C)(C)C2
  -0.6	0.1	-5	-1.4	6	-2.4	-1	-0.3	-2	-6	-6
> Cc1ccc(NC(=S)N(CCN2CCOCC2)Cc2cc3cc4c(cc3[nH]c2=O)OCO4)cc1
  1.6	0.1	-40	-0.8	-1	-1.9	-3	-0.5	-31	-35	5
> Cc1cc(C)c2c(c1)/C(=N\N=c1\sc3ccccc3n1C)C(=O)N2
  -1.4	-0.5	0	-1.6	-6	-1.3	1	0.0	2	-3	12
> C/C(=N\Nc1nncc2ccccc12)c1ccc(O)cc1
  16*	-0.9	-3	0.6	0	7.0*	-2	1.8	-1	-10	-1
> O=C(c1cc2ccccc2oc1=O)N1CCCN(C(=O)c2cc3ccccc3oc2=O)CC1
  -0.5	1.2	-13	-0.9	-3	-1.0	-4	-0.2	0	-11	0
> CCOC(=O)CC[C@H]1CC[C@]2(CCCN(C(=O)C3CCCC3)C2)O1
  -2.4	.	-3	-1.3	2	-0.8	-4	-0.5	0	-4	6
> CN1/C(=C\C=N\NC(=O)c2ccc(O)cc2)C(C)(C)c2ccccc21
  0.5	-1.7	-7	-1.9	-4	-2.3	-4	-0.4	-41	-44	-2
> COc1ccc(-c2nc(C#N)c(NCCc3ccccc3)o2)cc1
  2.6	0.9	-49	-1.4	-3	-0.3	3	0.2	-76	-84	1
> O=C(c1ccc(N2C(=O)C3CC=C(Cl)CC3C2=O)cc1)N1CCCCC1 (stereo unspecified)
  1.5	0.0	0	-1.2	2	-0.1	-2	0.0	1	2	3
> Cc1ccc(S(=O)(=O)N2CCN(C(=O)c3cc4c(C)nn(-c5ccccc5)c4s3)CC2)cc1
  1.8	0.0	-2	-1.1	2	0.6	5	0.1	1	1	0
> Cc1nn(CC(=O)Nc2ccc(Cl)cn2)c(C)c1[N+](=O)[O-]
  -1.6	0.7	1	-0.8	3	-2.4	-4	0.6	5	3	-5
> CCOc1ccccc1-c1nc(-c2ccncc2)no1
  1.2	-1.0	-2	-1.6	-3	0.5	0	-0.5	2	1	1
> COC(=O)c1ccc(NC(=O)C23CC4CC(C2)CC(n2cncn2)(C4)C3)cc1
  7.2	-1.0	-1	-1.2	0	-0.5	-2	0.6	-1	0	2
> O=C(OCC(=O)N1CCN(c2ccccc2)CC1)c1ccncc1
  1.4	-0.2	0	-1.5	-4	-1.1	0	2.8	3	-3	-3
> COc1ccc(CCn2c(N3CCN(Cc4ccccc4)CC3)nc3c2c(=O)[nH]c(=O)n3C)cc1
  0.2	0.7	-3	-0.7	0	-1.8	-5	0.0	-2	-4	0
> Cc1ccccc1NC(=S)NCc1ccccc1
  -2.4	0.8	2	-1.4	-3	-3.2	5	-0.3	3	1	1
> Nc1[nH]c(C(=O)c2ccccc2)c(-c2ccc(Cl)cc2)c1C(=O)NCc1ccccc1
  2.7	.	-4	-0.8	1	-1.1	4	0.1	-2	-2	4
> CCCOc1cc(C)c(S(=O)(=O)NCc2cccs2)cc1C
  -4.4	0.3	7	-1.5	4	-2.3	-2	-1.1	8	1	5
> c1nc2ccc(Cc3ccc4nc[nH]c4c3)cc2[nH]1
  4.9	0.7	3	-1.1	-4	-0.7	-1	0.1	8	2	11
> CCCCn1c(N)c(N(CCOC)C(=O)c2c(C)noc2C)c(=O)[nH]c1=O
  -0.8	0.5	5	-0.9	-8	0.2	-1	2.2	2	-3	2
> CC(C)OC(=O)c1cc(C(=O)c2cc(Br)ccc2O)coc1=N
  0.8	0.6	-30	-1.3	3	-0.6	-2	0.0	-29	-41	1
> Cc1ccccc1C(=O)Nc1ccccc1C(=O)NCc1ccccc1
  2.2	-2.4	-1	-1.9	-1	0.0	-1	-0.9	1	0	6
> COC(=O)c1ccc(N2C(c3ccsc3)=Cc3cc4c(cc3C2CC(=O)c2ccco2)OCO4)cc1 (stereo unspecified)
  -0.8	.	-93	-1.6	-1	-3.1	-7	-3.2	-234	-315	-1
> Cc1ccccc1NC(=O)NNC(=O)COc1ccc2ccccc2c1
  0.6	-0.1	-1	-0.7	-4	-0.5	1	-1.3	-3	-9	5
> O=C1/C(=C/c2cccs2)SC(=S)N1c1cccc(O)c1
  10	0.5	-1	-0.8	5	3.5	0	-0.1	3	-3	-5
> COc1ccc(OC)c(C=NN=Cc2cc(OC)ccc2OC)c1
  0.7	1.2	-9	-0.7	7	0.1	-4	1.8	-39	-49	0
> COC(=O)[C@@]12CCCCC=C1N(CCc1ccc(Cl)cc1)C(=O)[C@H]2CC(=O)NCC12CC3CC(CC(C3)C1)C2
  2.5	.	-4	-1.3	0	0.1	-3	0.4	1	2	0
> O=[N+]([O-])c1cc2c(cc1Br)CCN2
  -2.4	-0.5	-4	-0.8	-2	-1.8	-2	0.1	2	1	-3
> Cc1nc(N2CCN(Cc3ccccc3)CC2)c(C#N)c2c1COC(C)(C)C2
  -0.7	-0.4	-7	-1.4	4	-2.0	1	-0.6	-14	-16	-3
> Cn1c(=O)c2c(nc(N/N=C/c3ccc(OC(=O)c4ccco4)cc3)n2Cc2ccc(F)cc2)n(C)c1=O
  4.5	1.2	-1	-0.9	1	-0.3	4	-0.1	1	2	-4
> CCOC(=O)N1CCC(NC(=O)c2cc(C(=O)Nc3ccc(S(=O)(=O)N4CCCCC4)cc3)ccc2CO)CC1
  -0.5	-1.4	1	-1.1	2	-2.0	2	-0.9	4	6	-9
> O=C(NCc1ccccn1)c1ccc(CNS(=O)(=O)c2cccc(C(F)(F)F)c2)cc1
  0.7	0.1	-1	-0.2	4	-1.4	-1	0.2	0	4	-1
> O=C(CSc1nnc2ccc(-c3ccccn3)nn12)Nc1ccccc1
  1.9	0.0	1	-0.8	0	0.5	0	1.0	-7	-12	0
> CCCOc1ccc(-c2c(=O)n(O)c3ccccc3[n+]2[O-])cc1
  20*	2.9	-18	-0.6	-1	6.2*	4	4.5*	-63	-92	0
> CCOC(=O)c1c(NC(=O)c2cccc(N3C(=O)CCC3=O)c2)sc(C)c1C
  -1.6	0.3	-6	-1.8	-5	-1.1	-1	-0.5	-9	-11	2
> CC[n+]1c(/C=C/Nc2ccccc2)oc2ccc(OC)cc21
  0.0	-0.4	-7	-1.8	1	0.1	-3	-0.2	-1	-3	3
> O=C(NC1CCCCC1)C1CCCN1S(=O)(=O)c1ccc(F)cc1 (stereo unspecified)
  0.8	-1.0	-2	-0.3	1	-0.3	0	0.5	1	-3	-1
> CCC(CC)c1nnc(NC(=O)CS(=O)(=O)c2ccc(C)cc2)s1
  3.0	0.1	1	-1.2	-4	-1.1	-2	0.9	6	-4	-1
> COc1ccc(N2CCN(C(=O)c3cccc(NC4=NC5CS(=O)(=O)CC5S4)c3)CC2)cc1 (stereo unspecified)
  1.0	-0.1	-3	-0.8	-3	0.6	0	0.0	0	-4	4
> O=C(N/N=C/c1ccccn1)c1cc(-c2cccc3ccccc23)n[nH]1
  14*	6.6*	-3	-1.2	-4	-0.8	0	0.7	-3	-7	3
> CCN(CC)C(=O)c1cc2c(=O)n3cccc(C)c3nc2s1
  3.5	-0.6	i	0.0	3	2.8	5	-0.1	i	i	0
> O=C(NCCc1c[nH]c2ccccc12)OCc1cn(Cc2c(F)cccc2F)nn1
  0.9	.	0	-1.1	-5	-2.6	1	-0.4	4	3	-6
> Cc1ccc(S(=O)(=O)N(C)C)cc1NC(=O)COC(=O)COc1ccc2c(C)cc(=O)oc2c1
  2.3	-0.4	-120	-0.9	-4	-1.4	-1	-0.8	-33	-41	-3
> Cc1nc2sc(C(c3ccccc3)N3CCOCC3)c(O)n2n1 (stereo unspecified)
  -2.0	0.4	-1	-1.0	0	1.3	-2	0.9	1	1	-2

# Bioassay records: PubChem, several laboratories
